PAFAH1B2 FP inh – PAFAH1B2 enzyme inhibitors, primary screen, biochemical, fluorescence polarization, human | AID 492953, 2010 | 340,000 compounds, 1.2% hits | recombinant PAFAH1B2, FP-rhodamine activity probe | Platelet-activating factor acetylhydrolase IB subunit alpha2 (Homo sapiens), P68402 | inhibition, % at 3.39 µM;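 active = inhibition above the mean of all tested compounds plus 3 SD, cut at about 24% in these data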;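 note: 0% = enzyme with DMSO and 100% = wells lacking PAFAH1B2; many of its hits are not listed in these tables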
Target sequence (P68402 whole entry, looked up): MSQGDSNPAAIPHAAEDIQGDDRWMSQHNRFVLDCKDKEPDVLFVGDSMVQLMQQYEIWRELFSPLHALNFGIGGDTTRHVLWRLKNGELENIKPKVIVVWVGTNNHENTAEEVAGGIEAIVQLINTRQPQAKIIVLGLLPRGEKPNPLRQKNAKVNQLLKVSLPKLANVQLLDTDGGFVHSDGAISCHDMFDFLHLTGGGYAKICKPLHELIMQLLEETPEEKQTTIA
PAFAH1B3 FP inh – PAFAH1B3 enzyme inhibitors, primary screen, biochemical, fluorescence polarization, human | recombinant PAFAH1B3, FP-rhodamine probe | inhibition, % at 3.39 µM | 340,000 compounds, 0.28% hits | AID 492972, 2010;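 active = inhibition above the screen-wide average of all tested compounds plus 3 SD, cut at about 25% in these data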;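 note: 0% = enzyme with DMSO only and 100% = wells lacking PAFAH1B3 protein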
Target sequence (Q15102 whole entry, looked up): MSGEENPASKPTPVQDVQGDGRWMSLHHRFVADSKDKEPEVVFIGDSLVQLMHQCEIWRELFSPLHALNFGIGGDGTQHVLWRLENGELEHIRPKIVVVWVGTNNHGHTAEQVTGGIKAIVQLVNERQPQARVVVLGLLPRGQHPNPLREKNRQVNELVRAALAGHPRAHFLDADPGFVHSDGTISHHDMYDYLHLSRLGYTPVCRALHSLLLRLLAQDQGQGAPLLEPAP
PAFAH2 FP inh – PAFAH2 enzyme inhibitors, primary screen, biochemical, fluorescence polarization, human. 340,000 compounds, 0.99% hits. Platelet-activating factor acetylhydrolase 2, cytoplasmic (Homo sapiens), Q99487. inhibition, % at 3.39 µM. recombinant PAFAH2, FP-rhodamine activity probe. AID 492956, 2010;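 active = inhibition above the mean over all tested compounds plus 3 SD, cut at about 30% in these data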;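 note: inhibitors block probe labeling of enzyme so polarization drops; 0% = enzyme with DMSO and 100% = wells lacking PAFAH2 protein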
Numbers without * were called inactive.

SMILES	PAFAH1B2 FP inh	PAFAH1B3 FP inh	PAFAH2 FP inh
Cc1cc(/C=c2\sc3nc4ccccc4n3c2=O)c(C)n1-c1ccc(C(=O)O)cc1	-3	1	9
Clc1ccc(C=Cc2ccccn2)cc1	4	5	-4
O=C(N/N=C1/CC2C=CCC12)c1cccs1 (stereo unspecified)	2	3	-9
CC(=O)c1cccc(S(=O)(=O)N2CCC(C(=O)NC3CCCC3)CC2)c1	6	7	4
COc1cc(C2C3C(=O)N(Cc4ccccc4)C(=O)C3ON2c2ccccc2)cc(OC)c1OC (stereo unspecified)	5	0	-4
CC(C)C[C@@H](CN)NC(=O)c1nc[nH]c1C(=O)N[C@@H](CC(C)C)C(=O)CNC[C@H](C)NC(=O)c1nc[nH]c1C(=O)N[C@@H](CC(C)C)C(=O)O	3	-8	-11
O=c1/c(=C\c2cccn2-c2ccccc2)sc2nc3ccccc3n12	-5	-6	0
COc1ccc(CCNC(=O)Cn2c(=O)n(Cc3ccco3)c(=O)c3ccc(Cl)cc32)cc1OC	2	2	1
O=C(Cc1cccc(NC(=O)C2CCN(C(=O)C3CCCC3)CC2)c1)Nc1cccc(C(=O)N2CCOCC2)c1	4	3	-6
Cc1ccc2c(c1)C(=O)CC(c1ccccc1)S2 (stereo unspecified)	6	2	-2
CC(=O)N1CCN(S(=O)(=O)c2cccc(C(=O)N(C)Cc3ccc(C)o3)c2)CC1	0	6	2
COc1ccc(NS(=O)(=O)c2cccc(C(=O)N3CCN(S(=O)(=O)c4ccccc4)CC3)c2)cc1	16	11	5
CN1C(=O)/C(=C\C(=O)c2cccs2)c2ccccc21	5	5	7
CCN(C(=O)CSc1nnnn1C)C1CCS(=O)(=O)C1 (stereo unspecified)	2	16	1
CCOc1ccccc1NC(=O)COC(=O)c1c[nH]c2ccccc12	1	-7	0
O=C1N(Cc2ccccc2)CC2(Br)COCOC12O (stereo unspecified)	6	4	-2
Oc1cccc(CCc2ccccn2)c1	3	4	3
CC(C)N(C)Cc1nnnn1CC(=O)NCc1cc(F)cc(C(F)(F)F)c1	7	0	0
Cc1n[nH]c(=O)c2c1nnn2Cc1ccccc1Cl	-2	3	4
CCOC(=O)c1ccccc1NC(=O)COC(=O)Cc1ccccc1F	-1	7	3
Cc1cn([C@H]2C[C@H](O)[C@@H](CCC(=O)NC(c3ccccc3)c3ccccc3)O2)c(=O)[nH]c1=O	2	4	-1
CSc1ncnc2ncn(C)c12	3	0	5
Cc1ccc(Sc2ncnc3onc(C)c23)c(C)c1	6	6	2
O=C(OCc1ccccc1)N1CCC2CC1c1c(-c3ccc(C(F)(F)F)cc3)cccc12 (stereo unspecified)	3	0	-6
N#Cc1ccccc1NC(=O)CNc1cc(S(=O)(=O)N2CCOCC2)ccc1NCC1CCCO1 (stereo unspecified)	3	6	4
Cc1cn(CC(=O)NCCCc2ccccc2)c(=O)[nH]c1=O	7	10	1
CN1OC[C@@H]2CN[C@H](c3cccc(-c4ccc(C#N)cc4)c3)C[C@@H]21	0	1	-8
CC(=O)NC12CC3CC(C1)CC(C(=O)N(C)Cc1cccc(Cl)c1Cl)(C3)C2	0	2	9
COCCn1c(SCC(=O)NC2CCCC(C)C2C)nc2ccccc2c1=O (stereo unspecified)	7	-1	2
O=C(CN1CCCC1c1cccs1)Nc1cc(S(=O)(=O)N2CCCCC2)ccc1Cl (stereo unspecified)	5	5	1
Cn1c(=O)c2[nH]c(CCCc3ccc([N+](=O)[O-])cc3)nc2n(C)c1=O	5	3	0
O=c1[nH]c2cc([N+](=O)[O-])ccc2c2ccccc12	0	7	-2
CCc1ccc(OC2=NS(=O)(=O)c3ccccc32)cc1	3	8	0
COC(=O)CNc1nc(Cl)nc(NC2CCCCC2)n1	4	4	-1
COc1cccc(NC(=O)c2ccc(NCCCN3CC(C)CC(C)C3)c([N+](=O)[O-])c2)c1 (stereo unspecified)	-1	1	2
CN1C=CC(=O)[C@@H](O)[C@H]1c1ccccc1Br	1	4	6
Cc1ccc(Cc2nc3ccccc3[nH]2)cc1	4	2	-1
Cc1ccc(NC(=O)NCc2ccccn2)c(C)c1	3	3	3
CCCCCn1c(CN(C)Cc2ccccc2)nc2c1c(=O)n(C)c(=O)n2C	2	-1	-6
COc1cc(/C=C2\SC(=O)N(Cc3ccc(Cl)cc3)C2=O)cc([N+](=O)[O-])c1O	39*	19	49*

Seven entries already listed, arranged by number of heavy atoms, highest first:
SMILES	PAFAH1B2 FP inh	PAFAH1B3 FP inh	PAFAH2 FP inh
Cc1cn([C@H]2C[C@H](O)[C@@H](CCC(=O)NC(c3ccccc3)c3ccccc3)O2)c(=O)[nH]c1=O	2	4	-1
COc1cccc(NC(=O)c2ccc(NCCCN3CC(C)CC(C)C3)c([N+](=O)[O-])c2)c1 (stereo unspecified)	-1	1	2
CCCCCn1c(CN(C)Cc2ccccc2)nc2c1c(=O)n(C)c(=O)n2C	2	-1	-6
CC(=O)NC12CC3CC(C1)CC(C(=O)N(C)Cc1cccc(Cl)c1Cl)(C3)C2	0	2	9
O=c1[nH]c2cc([N+](=O)[O-])ccc2c2ccccc12	0	7	-2
Cc1ccc(Cc2nc3ccccc3[nH]2)cc1	4	2	-1
CN1C=CC(=O)[C@@H](O)[C@H]1c1ccccc1Br	1	4	6

(listing goes on)
SMILES	PAFAH1B2 FP inh	PAFAH1B3 FP inh	PAFAH2 FP inh
O=C(O)Cn1cc(/C=N/Nc2ccc([N+](=O)[O-])cn2)c2ccccc21	4	4	1
Cc1cc(C)c(C)c(S(=O)(=O)N2CCC(C(=O)N3CCN(c4ccc(F)cc4)CC3)CC2)c1C	7	4	-1
COc1ccccc1C=NNc1ccc([N+](=O)[O-])cn1	4	-2	-1
O=c1[nH]cnc(O)c1C1C=CC=CC=C1	3	6	-7
CN(C)c1nc(NNC(=O)c2ccccc2)nc(N(C)C)n1	2	0	-1
CCOC(=O)C1CC2=C(CCCC2=O)NC1=O (stereo unspecified)	3	7	32*
CC(=O)N1CCN(c2ccc(NC(=O)c3ccc(F)cc3)cc2)CC1	3	10	1
Cc1ccc(S(=O)(=O)N2CCN(C(=O)CN3C(=O)NC(C)(CCC(C)C)C3=O)CC2)c(C)c1 (stereo unspecified)	8	-6	-2
N#CC(OC(=O)c1ccccc1)c1ccccc1 (stereo unspecified)	18	4	4
CCOc1cccc2c1OC1(C)CC2NC(=O)N1Cc1ccccc1 (stereo unspecified)	0	5	-1
CS(=O)(=O)N(CC(=O)N1CCc2ccccc2C1)Cc1ccc(F)cc1	10	7	2
CN(C(=O)c1cccc(NC(=O)Cc2ccc(NC(=O)C3CCCN(C(=O)CCc4ccccc4)C3)cc2)c1)C1CC1 (stereo unspecified)	0	1	2
O=C(Nc1cc(Cl)ccc1O)C1CC(c2ccccc2Cl)=NO1 (stereo unspecified)	-1	-5	33*
C/C(CC(=O)NC1CCCC1)=N\NC(=O)C1CCCCC1	3	7	3
COc1ccccc1NC(=O)CSc1nncn1N	1	6	-12
CCOCC(=O)NC1CCc2cc(OC(=O)COCC)c(OC)c(OC)c2-c2ccc(SC)c(=O)cc21 (stereo unspecified)	7	5	2
O=C(NC1CCN(Cc2ccccc2)CC1)c1cc(S(=O)(=O)Nc2ccc(F)cc2)ccc1Cl	5	4	-2
CC1(C)N=C(N)N=C(N)N1c1cccc(C#N)c1	4	11	5
O=C1COc2cc(O)ccc21	0	0	-3
CC(C)Oc1cc(C(=O)N2CCC(N3CCCCC3)CC2)ccc1Nc1nnc(Cl)c(Nc2ccccc2S(C)(=O)=O)n1	2	7	-3
COc1ccc(C)cc1S(=O)(=O)N1c2ccc(C)cc2C2CN(C)CCC21 (stereo unspecified)	0	0	-5
C=CCN(CC=C)C(=O)Nc1cc(OC)ccc1OC	0	6	-3
O=C(Oc1ccc(-c2ccccc2)cc1)c1ccco1	32*	9	6
O=C(CC(=O)c1ccccc1)c1ccccc1	2	9	-4
Cc1ccc(CN(C)C(=O)c2ccc(S(=O)(=O)N(C)c3ccccc3)cc2)o1	1	2	7
COc1ccc(OC)c(N=Nc2c(O)c3ccccc3[nH]c2=O)c1	8	9	0
CC(=O)c1ccc(NC(=O)Nc2cccc3ccccc23)cc1	-2	10	-3
CC(C)Cn1c(N)c(C(=O)CSc2ncn[nH]2)c(=O)n(C)c1=O	5	4	4
CCC1(CC)SC(N)=NC1=O	2	12	0
CCN(CC)CCN(C(=O)/C=C/c1cccs1)c1nc2ccc(OC)cc2s1	3	10	-5
CCN1C[C@@H]2[C@@H]3C(=O)N(Cc4ccccc4)C(=O)[C@@H]3[C@](C)(C1=O)N2C(=O)c1ccc(Br)cc1	-1	11	2
CCCCn1c(N)c(C(=S)NC(=O)CC(C)C)c(=O)n(C)c1=O	12	8	1
Cc1cc(-c2sccc2Br)nc(-n2cccc2)n1	-1	14	-6
Cc1ccc(S(=O)(=O)c2c(O)c3ccc(C(=O)O)cc3[nH]c2=O)cc1	2	11	-3
COc1ccc(C(OCC(O)CNCCc2ccccc2)c2ccc(OC)cc2)cc1 (stereo unspecified)	1	7	5
CCOc1cc2[nH]c(=S)n(CCCN3CCN(C)CC3)c(=O)c2cc1OCC	2	4	2
Cc1oc2ccc(OCc3ccccc3Cl)cc2c1C(=O)O	16	10	1
Oc1c(C(Nc2nccs2)c2ccc(C(F)(F)F)cc2)ccc2cccnc12 (stereo unspecified)	2	2	-1
CC(=O)N(CCc1ccccc1C)Cc1cc2cc(C)ccc2[nH]c1=O	7	9	0
COC1OC2COC(c3ccccc3)OC2C(O)C1N (stereo unspecified)	0	5	-4
COc1ccc(OC)c(NC(=O)c2sc3nc(C)cc(C)c3c2N)c1	0	-5	0
O=CN1CCN(C(=S)NC(=O)c2ccc(Cl)cc2)CC1	3	14	-6
COc1ccccc1CN1CC(C(=O)NCCn2nc(C)cc2C)CCC1=O (stereo unspecified)	6	10	5
Brc1ccc(CNc2ccc3ncccc3c2)cc1	51*	4	0
Cc1nc(SCC(=O)NC2CCS(=O)(=O)C2)c2c3c(sc2n1)CCCC3 (stereo unspecified)	-2	2	0
CC(OC(=O)c1ccc(F)c(S(=O)(=O)N2CCOCC2)c1)C(=O)NC1CCCC1 (stereo unspecified)	1	5	4
CN(C)c1ccc(C=c2c3cc(O)ccc3n3c2cc(-c2ccccc2)[n+]3C)cc1	-10	8	-38
CCc1cc2c(cc3c(=O)n(CC(=O)NCCCN4CC(C)CC(C)C4)ncn32)s1 (stereo unspecified)	3	-6	14
CCOC(=O)c1c(C)oc2c1c(CN1CCN(CCO)CC1)c(O)c1ccccc12	3	-2	-1
Cc1ccc(S(=O)(=O)N2CCN(C(=O)C3CCN(c4ncnc5sc(C)c(C)c45)CC3)CC2)c(C)c1	-1	2	4
Cc1cccc(NC(=O)CSCC(=O)Nc2ccc(S(=O)(=O)N3CCCCC3)cc2)c1	19	7	0
CC1CCCC(NC(=O)c2cc(-c3ccncc3)nc3ccccc23)C1C (stereo unspecified)	2	-5	-1
COc1ccc(C(=O)COC(=O)CCN2C(=O)C3CC=CCC3C2=O)c(OC)c1 (stereo unspecified)	-2	8	0
Brc1cc2c(cc1C1OCCO1)OCO2	3	2	-6
Cc1ccc(NS(=O)(=O)c2cc(C(=O)N(C)C)ccc2C)cc1C	3	7	5
CCOc1ccc(NC(=O)CN(C)C(=O)C2CCCO2)cc1OCC (stereo unspecified)	-2	1	-1
NCC[C@H](O)C(=O)N[C@@H]1C[C@H](N)[C@@H](O[C@H]2O[C@H](CN)[C@@H](O)[C@H](O)[C@H]2O)[C@H](O)[C@H]1O[C@H]1O[C@H](CO)[C@@H](O)[C@H](N)[C@H]1O	5	7	6
CN(C)/C(=C\C(=O)c1ccccc1)C(=O)c1ccccc1	-2	0	1
CC(=O)c1ccc(OCc2cc(C(=O)N(C)Cc3ccccn3)no2)cc1	0	5	4
O=c1cc(S(=O)(=O)Cc2ccccc2)[nH]c(=O)[nH]1	6	6	2

Three neighbouring records already listed, for reference:
SMILES	PAFAH1B2 FP inh	PAFAH1B3 FP inh	PAFAH2 FP inh
COc1ccc(OC)c(NC(=O)c2sc3nc(C)cc(C)c3c2N)c1	0	-5	0
O=CN1CCN(C(=S)NC(=O)c2ccc(Cl)cc2)CC1	3	14	-6
COc1ccccc1CN1CC(C(=O)NCCn2nc(C)cc2C)CCC1=O (stereo unspecified)	6	10	5

(further entries)
SMILES	PAFAH1B2 FP inh	PAFAH1B3 FP inh	PAFAH2 FP inh
COc1ccc(N2CCN(C(=O)COC(=O)[C@@H](NC(=O)c3c(F)cccc3F)C(C)C)CC2)cc1	0	-1	6
c1ccc(-c2nc(-c3cccnc3)cs2)cc1	5	4	6
CCCCCCCCNS(=O)(=O)CCNCc1ccccc1	9	9	-3
CC(OC(=O)c1cccc(S(=O)(=O)N2CCCCC2)c1)C(=O)NCC1CCCCC1 (stereo unspecified)	13	-3	5
O=C(NCCNCc1cccc(Cl)c1)c1ccco1	3	9	-2
CCCCN1C(=O)/C(=C/C=C2\SCCN2C)SC1=S	-1	0	23
c1ccc(OCCN2CCNCC2)cc1	1	-5	3
CCN(C(=O)COC(=O)c1cc2c(s1)CCC(C)C2)c1c(N)n(Cc2ccccc2)c(=O)[nH]c1=O (stereo unspecified)	2	1	6

Screening results (PubChem BioAssay)

The list is partial; rates above refer to the full screens.
